HT1080 IDH1KD tx: qHTS for induction of synthetic lethality in tumor cells producing 2HG: qHTS for the HT-1080-IDH1KD cell line | Potency, µM (top dose mostly 46.1 µM), for the others: at the top dose activity, negative = toxicity, actives largely listed as cytotoxic | actives 2% (n = 360,000) | HT-1080 IDH1 knockdown viability, ATP luminescence, 48 h;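 also: potency is read from the fitted curve at half-maximal effect; 0% = DMSO wells and -100% = cell-free medium wells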
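HT-1080-IDH1KD cells (IDH1 knocked down), 750/well in RPMI with 5% FBS, treated with compound 48 h at 37 degrees C. Viability by CellTiter-Glo luminescence, normalised to DMSO and no-cell wells; concentration-response curves classed.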
HT1080-NT tox: qHTS for induction of synthetic lethality in tumor cells producing 2HG: qHTS for the HT-1080-NT fibrosarcoma cell line; Potency, µM (top dose mostly 46.1 µM), for inactives: at the top dose activity, negative = less viability, actives largely listed as cytotoxic; actives 1.6% (n = 360,000); AID 686970, 2013; HT-1080-NT fibrosarcoma viability, CellTiter-Glo ATP luminescence, 48 h;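 also: NT is the 2HG producing partner of a matched IDH1 knockdown line; potency is read from the fitted curve at half-maximal effect; 0% = DMSO-treated cells and -100% = media-only wells without cells; nearly all actives have a fitted effect of over 55% in size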
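Fibrosarcoma NT cells, 750 per well in 5% FBS RPMI, were exposed to compound for 48 hours. Viability: CellTiter-Glo luminescence.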
SW480 rerep: A quantitative high throughput screen for small molecules that induce DNA re-replication in SW480 colon adenocarcinoma cells; Potency, µM (top dose mostly 46.1 µM), inactives show top-dose re-replication activation, actives largely listed as activators; SW480 DNA re-replication, Hoechst DNA content imaging, 48 h; actives 1.8% (n = 340,000); AID 624297, 2012; also: potency is read from the fitted curve at half-maximal effect; % of control where 0% means no effect; nearly all actives have a fitted effect of over 55% in size
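Readout is total intensity of Hoechst-stained nuclei, excited at 405 nm and collected at 500-530 nm. Compound treatment lasted 48 hr at 37 C in 5% CO2 before staining.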
ATXN viability: Viability Counterscreen for Primary qHTS for Inhibitors of ATXN expression. Potency, µM (series often up to 56.7 µM), most hits filed as cytotoxic. S2 cells (HEK-293 line with an ATXN2-luciferase reporter) viability, CellTiter-Fluor protease fluorescence, 24 h. AID 651635, 2014. actives 0.49% (n = 400,000); also: potency is read from the fitted curve at half-maximal effect; nearly all actives have a fitted effect of over 40% in size
IL1B secr inh: qHTS for Inhibitors of Inflammasome Signaling: IL-1-beta AlphaLISA Primary Screen. THP-1 LPS/ATP IL-1B secretion, AlphaLISA, 16 h; hits give low values. activity change, % at 57.5 µM. actives 4.7% (n = 360,000). AID 743279, 2014; in the data active = activity change below about -50%; inconclusive = mostly about -30% to -49%; also: % is scaled to controls: 0 for no effect and ±100 for the full control effect
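THP-1 cells pretreated 1 hr with compounds (up to 57.5 uM final), then stimulated with LPS (250 ng/mL final) plus ATP (1.25 mM final); secreted IL-1B measured by AlphaLISA after 16 hr, decreased signal indicating inhibition.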
HepG2 viability: qHTS for Inhibitors of TGF-b: Cytotox Counterscreen; HepG2 CAGA-GFP viability, ATP luminescence, 18 h; Potency, µM (top dose mostly 46.1 µM), for the others: at the top dose activity change, negative = cytotoxicity, usual class: cytotoxic; actives 0.76% (n = 410,000); also: potency is read from the fitted curve at half-maximal effect; some results filed as inactive show a strong effect at the top dose
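HepG2 CAGA-GFP cells (1000/well, DMEM with 1% FBS) received compound, then TGF-beta at 500 pg/mL final, and were incubated 18 hours at 37 degrees C. Viability was read by CellTiter-Glo luminescence. Media-only wells were set as complete cell-killing and DMSO as no toxicity.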
ATXN2 expr inh: Primary qHTS for Inhibitors of ATXN expression. actives 0.72% (n = 360,000). AID 1745845, 2022. Potency, µM (highest dose often 57 µM), inactives show at the top dose activity change, negative = inhibition, actives largely listed as inhibitors. HEK-293 ATXN2-luciferase reporter, luminescence, 24 h; also: potency is read from the fitted curve at half-maximal effect; % is scaled to controls: 0 for no effect and ±100 for the full control effect; nearly all actives have a fitted effect of over 55% in size
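qHTS (up to 57 uM final) was run with 24 h compound exposure of reporter cells at 37 °C. Each well was multiplexed: SteadyGlo luminescence measured ATXN2-luciferase expression after a fluorogenic Gly-Phe-AFC viability readout (25 uM final).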
KB-3-1 tox: qHTS assay for MDR1-selective chemotherapeutics: Primary screen using the parental adenocarcinoma cell KB-3-1; KB-3-1 viability, CellTiter-Glo ATP luminescence, 72 h; Potency, µM (titrated, usually from 46.1 µM), inactives show at the highest dose activity change, negative = cytotoxic, hits mostly cytotoxic; actives 1.4% (n = 400,000); AID 1347075, 2019; also: potency is read from the fitted curve at half-maximal effect; % is scaled to controls: 0 for no effect and ±100 for the full control effect; nearly all actives have a fitted effect of over 60% in size
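Cells are dispensed, compounds pinned in, plates held at 37 °C for 72 h, then CellTiter-Glo is added and luminescence read after 10 minutes. Cell line: parental KB-3-1 in phenol-red-free DMEM, 10% FBS.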
MCF10A rereplic: A quantitative high throughput screen for small molecules that induce DNA re-replication in MCF 10a normal breast cells; actives 2.9% (n = 350,000); AID 624296, 2012; MCF 10A DNA re-replication, Hoechst nuclear intensity, 48 h; Potency, µM (series often up to 46.1 µM), for the others: at the highest dose activity, positive = re-replication, actives largely listed as activators; also: potency is read from the fitted curve at half-maximal effect; % of control where 0% means no effect; nearly all actives have a fitted effect of over 50% in size
* marks the source's active call; other numbers are inactive results; i = inactive; u = inconclusive; x = no result given; [ ] = another dose, or the depositor's remark. Unless noted, calls follow the shape of the dose curve; as a rule, active = well fitted curve in the direction sought with a large enough effect; inconclusive = small, poorly fitted or top-dose-only effect, or another doubt; inactive = no such curve, though single readings can be large; an effect the other way counts as inactive or inconclusive. No enrichment for hits; any-hit rate near 8.9%.

Screens in order: SW480 rerep	ATXN2 expr inh	HepG2 viability	MCF10A rereplic	IL1B secr inh	HT1080 IDH1KD tx	KB-3-1 tox	ATXN viability	HT1080-NT tox
COc1ccc([N+](=O)[O-])cc1NC(=O)c1ccc(C)o1
 : -25.5%	-24.0%	8.9%	21.1%	9.6	-0.5%	1.6%	u	0.2%
CC(CC(=O)Nc1ccccc1)n1ccnc1 (stereo unspecified)
 : -24.2%	-15.5%	4.3%	0.92µM*	13.9	6.3%	1.1%	i	14.2%
Nc1cc(C(F)(F)F)ccc1NCCc1ccccn1
 : 3.1%	1.5%	3.0%	3.4%	u	-0.1%	0.6%	i	-4.4%
Cc1cccc(/C=N/n2c(-c3cc(-c4ccccc4)n[nH]3)n[nH]c2=S)c1
 : -5.3%	18.3%	-51.0%	u	-3.0	14.3%	u	i	0.4%
O=C(c1ncn[nH]1)N1CCN(c2nc(-c3ccccc3)cs2)CC1
 : u	7.5%	-21.4%	1.0%	-2.6	0.8%	-4.2%	i	-3.3%
COc1ccc(Cc2c(N)nc(N)nc2N)cc1
 : 3.7%	-10.0%	3.0%	-0.2%	-4.6	-15.2%	-16.1%	i	-3.7%
CC(/C=C/c1ccc2c(c1)OCO2)=N\NC(=O)COc1ccccc1C
 : 12.9%	-18.0%	0.7%	u	-17.1	2.4%	3.7%	u	11.1%
COc1ccc(-c2noc(CCCOc3ccccc3)n2)cc1OC
 : -0.6%	-16.1%	-10.4%	6.0%	-5.6	-5.8%	-5.1%	i	-2.9%
Cc1cccc(-c2nc(CS(=O)CC(=O)N3CCCCC3)c(C)o2)c1 (stereo unspecified)
 : 2.2%	-1.0%	-9.2%	1.0%	-0.6	-3.4%	-5.3%	i	0.0%
CCOC(=O)c1c(C)cc(O)cc1O
 : -35.3%[inhibitor]	6.5%	6.4%	5.9%	12.6	8.8%	0.0%	i	8.9%
CCOC(=O)CN(c1ccccn1)S(=O)(=O)c1ccc(OC)cc1
 : 219.1%	2.3%	-5.7%	-19.5%	9.5	14.9%	-1.7%	i	-1.4%
O=C(NCC(=O)N1CCC2(CC1)NCCc1[nH]cnc12)c1ccc2ccccc2c1
 : 2.0%	-0.2%	0.1%	1.2%	2.4	29.8%	13.8%	i	-2.5%
CCOc1ccc(C(c2c(NC(=O)c3ccco3)sc(C)c2C)N2CCOCC2)cc1 (stereo unspecified)
 : -37.6%	-22.0%	-0.9%	20.6µM*	u	-21.3%	u	i	8.1%[9.24 µM]
Cc1nc2c(cnn2-c2ccccc2Cl)c(=O)n1-c1ccc(N2CCC(C)CC2)cc1
 : -0.8%	-26.9%	-23.4%	4.0%	u	-27.1%	16.4µM*	i	-10.0%
Cc1ccc(NC(=O)c2ccc3c(c2)OCCO3)cc1
 : 2.5%	-17.4%	-22.9%	-5.8%	-24.3	-3.5%	-11.3%	i	-2.0%
O=C(N/N=C/c1ccc(OC(=O)c2cccs2)cc1)c1cccc(F)c1
 : 7.6%	84.1%[activator]	0.1%	2.2%	-12.5	-26.7%	-17.2%	i	6.0%[9.24 µM]
Cc1cc(C)cc(CC2CC(=O)N(c3ccc([N+](=O)[O-])cc3)C2=O)c1 (stereo unspecified)
 : -0.7%	6.0%	1.8%	0.8%	-10.3	5.5%	1.8%	i	-1.0%
CCCCn1c(SCC(=O)Nc2cc(C)on2)nnc1-c1cccnc1
 : -9.0%	6.5%	2.0%	-1.0%	-3.2	27.4%	14.4%	i	13.3%
O=C(COc1ccc2c3c(c(=O)oc2c1)CCC3)NCC(O)c1ccccc1 (stereo unspecified)
 : -18.8%	-1.4%	-16.4%	-2.9%	-20.0	1.3%	-1.7%	i	0.9%
CCC(C)Nc1nnnc2c1sc1nc3c(cc12)COC(C)(C)C3 (stereo unspecified)
 : -8.2%	4.6%	-6.4%	u	u	-16.4%	23.4%	i	-1.1%
O=C(CN1C(=O)NC2(CCCC2)C1=O)Nc1cccc(Cl)c1Cl
 : -3.7%	-9.2%	-15.6%	-0.9%	-10.7	-8.4%	7.0%	i	-5.1%
Cc1ccccc1NC(=O)c1c(C)nn(-c2ccccc2)c1Cl
 : 8.8%	7.0%	-30.0%	u	u	8.1%	-4.4%	i	14.3%
Cc1ccc(NC(=S)N(CCN2CCOCC2)Cc2ccccc2F)cc1
 : 1.9%	-16.3%	-1.2%	5.2%	1.8	13.3%	-0.1%	i	17.8%
COc1cc2[nH]c(C(=O)NCc3ccccc3)cc2c(OC)c1OC
 : -1.5%	2.9%	-43.1%	0.3%	-64.7*	-17.6%	u	i	0.6%
Cc1cc(C)c2oc(C(=O)NCc3ccccc3)cc(=O)c2c1
 : -16.2%	3.1%	0.5%	0.1%	u	-18.1%	4.5%	i	3.8%
Nc1nc(N)c2cc(Sc3ccc(Cl)cc3)ccc2n1
 : x	x	-113.5%	x	u	5.8µM*	u	x	2.59µM*
CCOc1ccc(OCC)c(NC(=O)C2CCN(c3ncccn3)CC2)c1
 : 4.5%	-4.2%	0.3%	-3.5%	0.0	-3.1%	28.8%	i	1.6%
CCOC(=O)COc1ccc2c3c(c(=O)oc2c1)CCCC3
 : 1.9%	-15.3%	-7.9%	-11.6%	23.2	8.4%	14.0%	i	1.6%
CSCCC(Nc1ccc(S(=O)(=O)N2CCOCC2)cc1[N+](=O)[O-])C(=O)OCC(=O)NCC(C)C (stereo unspecified)
 : 41.0%	0.8%	-0.9%	-53.2%[inhibitor]	15.6	8.7%	12.3%	i	6.5%
COc1ccc(-c2nc(-c3ccccc3OC)no2)cc1OC
 : -5.6%	43.6%[activator]	-16.8%	u	u	-19.3%	u	i	-4.4%
CC(=O)c1cccc(NC(=O)C(C)OC(=O)CCc2nc3ccccc3c(=O)[nH]2)c1 (stereo unspecified)
 : 16.4%	-3.2%	-6.7%	8.2%	23.9	-10.5%	7.1%	i	-1.4%
CC(=O)N=c1c(C#N)cc2c(=O)n3ccccc3nc2n1Cc1ccccc1
 : 5.8µM*	7.1%	2.3%	8.2µM*	27.4	8.0%	6.8%	x	20.5%
COc1cc(OC)cc(C(=O)NC(C(=O)N2CCC2)C(C)C)c1 (stereo unspecified)
 : -7.7%	-0.5%	-28.2%	1.8%	-9.1	8.3%	3.7%	i	-2.6%
O=C(c1sccc1Br)N1CCN(Cc2ccc3c(c2)OCO3)CC1
 : -2.5%	0.0%	-55.6%	8.7%	-71.1*	-15.2%	-15.3%	i	-0.6%
CCn1c(CNc2ccc(F)cc2)nnc1SCC(=O)N1CCCc2ccccc21
 : 7.4%	-9.7%	-22.7%	3.6%	-24.8	-11.6%	-6.6%	i	-2.7%
O=S(=O)(NCCCN1CCOCC1)c1ccc(Cl)s1
 : u	3.5%	1.4%	8.4%	1.9	0.4%	u	i	11.4%
CCOC(=O)N1CCN(CC(=O)Nc2ccc(F)c(F)c2F)CC1
 : -4.9%	-13.5%	-1.3%	8.4%	3.2	14.8%	6.5%	i	18.9%
O=C(NN1C(=O)c2ccccc2C1=O)C1CC2CCC1C2 (stereo unspecified)
 : 2.9%	2.4%	-8.0%	0.5%	-2.2	4.0%	11.4%	i	-2.5%
Cc1cc(C)cc(-n2c(C)nc3cc(C(=O)NCc4ccc(F)cc4)ccc32)c1
 : x	u	-11.5%	x	x	x	0.4%	u	x
CCNc1nc(NCC)nc(N(n2cnnc2)S(=O)(=O)c2ccc(C)cc2)n1
 : 15.1%	-7.2%	2.0%	1.8%	7.7	-0.5%	7.1%	i	-10.7%
Cc1cc(/C=C(\C#N)C(=O)NCc2ccco2)c(C)[nH]1
 : -5.3%	22.0%	5.9%	-9.2%	-50.7*	12.5%	3.6%	i	u
COc1ccc(NC(=O)Cc2coc3cc(C)ccc23)cc1S(=O)(=O)N1CCOCC1
 : 1.3%	16.9%	-3.5%	15.1%	10.9	8.3%	-18.3%	i	1.8%
COc1ccc(-c2cn[nH]c2-c2ccc(OCc3ccc(F)cc3)cc2O)cc1OC
 : 18.4µM*	u	-30.4%	20.6µM*	-88.4*	18.4µM*	u	u	-27.9%
COc1cc(/C=N/n2cnnc2-n2nc(C)cc2C)cc([N+](=O)[O-])c1O
 : -9.8%	x	3.4%	-2.0%	25.2	4.0%	1.4%	i	5.0%
CN1C(=O)/C(=C/c2ccc(OCc3ccc(C(=O)O)cc3)c(Cl)c2)NC1=S
 : u	-0.5%	-15.0%	-1.3%	21.0	21.9%	12.1%	i	23.7%
Cc1cccc(NC(=O)c2oc(=O)c3ccccc3c2-c2ccccc2)c1C
 : u	-23.1%	-8.1%	u	-11.0	u	-2.6%	i	-14.9%

Some of the entries so far, as tab-separated lines:
structure	SW480 rerep	ATXN2 expr inh	HepG2 viability	MCF10A rereplic	IL1B secr inh	HT1080 IDH1KD tx	KB-3-1 tox	ATXN viability	HT1080-NT tox
COc1cc(OC)cc(C(=O)NC(C(=O)N2CCC2)C(C)C)c1 (stereo unspecified)	-7.7%	-0.5%	-28.2%	1.8%	-9.1	8.3%	3.7%	i	-2.6%
CCn1c(CNc2ccc(F)cc2)nnc1SCC(=O)N1CCCc2ccccc21	7.4%	-9.7%	-22.7%	3.6%	-24.8	-11.6%	-6.6%	i	-2.7%
COc1ccc(NC(=O)Cc2coc3cc(C)ccc23)cc1S(=O)(=O)N1CCOCC1	1.3%	16.9%	-3.5%	15.1%	10.9	8.3%	-18.3%	i	1.8%
